# Source: PubChem BioAssay
# TcdB inh = TcdB glycohydrolase inhibition. 0.24% of 350,000 active. AID 652162. inhibition, % at 9.99 µM. TcdB glycohydrolase enzymatic assay, plate reader. P18177; in the data active = inhibition above about 10%
# Rv3671c protease = inhibitors of M. tuberculosis serine protease Rv3671c | 0.048% of 320,000 active | P9WHR9 | inhibition, % at 5.96 µM | AID 2606; in the data active = inhibition above about 38%;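 also: extracellular domain of Rv3671c used as enzyme; 0% = enzyme with DMSO and 100% = no enzyme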
# Target sequence (P9WHR9 whole entry, looked up, the tested form may be a part): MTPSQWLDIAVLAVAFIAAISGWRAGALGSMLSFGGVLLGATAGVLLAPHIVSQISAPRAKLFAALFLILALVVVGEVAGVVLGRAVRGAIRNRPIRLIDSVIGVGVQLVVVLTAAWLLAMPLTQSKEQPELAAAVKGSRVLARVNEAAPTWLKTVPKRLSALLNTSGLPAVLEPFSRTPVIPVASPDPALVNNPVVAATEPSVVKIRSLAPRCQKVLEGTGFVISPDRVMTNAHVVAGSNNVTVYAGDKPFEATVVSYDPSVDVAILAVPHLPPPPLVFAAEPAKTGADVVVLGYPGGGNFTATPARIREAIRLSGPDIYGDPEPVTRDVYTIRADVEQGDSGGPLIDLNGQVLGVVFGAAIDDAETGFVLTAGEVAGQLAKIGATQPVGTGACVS
# 3CLpro inhibitor = SARS-CoV 3CLpro protease inhibition; P0C6X7; recombinant SARS-CoV 3CLpro, quenched FRET peptide cleavage; inhibition, % at 6 µM; 0.14% of 290,000 active; AID 1706; in the data active = inhibition above about 12%
# PriA SSB inh = K. pneumoniae PriA-SSBct interaction inhibition; AlphaScreen SSBct-PriA binding, biotinylated peptide; AID 1272365; inhibition, % at 33 µM; 0.6% of 430,000 active; in the data active = inhibition mostly above about 37%, no sharp cut-off; inactive = mostly below about 20%;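 also: plate controls were negative control peptide for no effect and reference peptide for full effect; strong numbers were not always called active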
# VHR inh abs = blocks human VHR1 dual specificity phosphatase. inhibition, % at 13.3 µM. 0.52% of 290,000 active. recombinant VHR phosphatase, pNPP absorbance; in the data active = inhibition above about 50%; also: some compounds called inactive have numbers as strong as hits
# Target sequence (P51452 whole entry, looked up): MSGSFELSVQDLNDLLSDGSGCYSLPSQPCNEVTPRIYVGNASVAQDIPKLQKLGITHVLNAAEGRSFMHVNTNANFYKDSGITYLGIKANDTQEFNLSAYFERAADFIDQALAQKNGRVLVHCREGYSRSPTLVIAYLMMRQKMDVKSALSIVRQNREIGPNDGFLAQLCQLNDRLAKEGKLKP
# MazEF act = activators of E. coli MazEF toxin-antitoxin RNase | P0AE70 | 0.32% of 350,000 active | FAM/BHQ RNA-DNA oligo cleavage fluorescence, 5 h | activation, % at 20 µM; in the data active = activation above about 50%
# Target sequence (P0AE70 whole entry, looked up): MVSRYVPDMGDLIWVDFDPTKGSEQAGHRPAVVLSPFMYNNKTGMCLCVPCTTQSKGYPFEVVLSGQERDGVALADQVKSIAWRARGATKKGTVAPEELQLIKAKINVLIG
# Yp Topo-I inh = Y. pestis Topo-I inhibition via cleavage products. Y. pestis Topo-I cleavage product accumulation, plate reader. activity, % at 10 µM. 0.064% of 360,000 active; in the data active = activity above about 50%, passing the limit was not always enough; also: inactives centre near 2
# PfHsp40 rescue = rescue of PfHsp40-mediated yeast toxicity. S. cerevisiae expressing PfHsp40, growth rescue, ATP luminescence. growth rescue, % at 12.5 µM. 0.68% of 340,000 active; in the data active = growth rescue above about 28%, passing the limit was not always enough;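 also: yeast W303a lacking pdr1 and pdr3 grown in galactose medium; growth measured after three days at 30 °C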
# BH1578 lux ind = induces V. cholerae light production without autoinducers. V. cholerae BH1578 lux reporter, luminescence, 6 h. activation, % at 18.7 µM. 0.16% of 350,000 active. AID 588436; in the data active = activation mostly above about 9.7%, no sharp cut-off; also: not every result past the cut was called active; inactives centre near 0; reference of the scale not given here
# Anthrax LF inh2 = blocks Bacillus anthracis lethal factor protease. multiplex microsphere protease cleavage assay, LF. AID 588501. inhibition, % at 10 µM. 0.12% of 360,000 active. P15917; in the data active = inhibition above about 30%; also: plate controls were buffer without enzyme for full effect and enzyme alone for no effect
# * hit, by the source's call; i = inactive; / = not tested or not shown; & = joins results of further samples. An excerpt (hit frequency here may not be typical).
# Short keys – A = TcdB inh; B = Rv3671c protease; C = 3CLpro inhibitor; D = PriA SSB inh; E = VHR inh abs; F = MazEF act; G = Yp Topo-I inh; H = PfHsp40 rescue; I = BH1578 lux ind; J = Anthrax LF inh2
NC(=O)SCC(=O)Nc1cccc(Cl)c1
  A = /	B = -9	C = 5	D = -18	E = -2	F = -5	G = -5	H = 5.7	I = i	J = -15
N#Cc1nc(-c2ccco2)oc1N1CCN(C(c2ccccc2)c2ccccc2)CC1
  A = -0.1	B = -10	C = -3	D = 5	E = 8	F = 5	G = 16	H = -0.4	I = i	J = -6
Cc1ccc(C(=O)N2CCN(c3ccccn3)CC2)cc1Cl
  A = 1.1	B = -10	C = 3	D = 11	E = 16	F = 3	G = 12	H = 1.9	I = -0.8	J = -11
COc1ccc(OC)c(NC(=O)Nc2cc(C(=O)O)ccc2C)c1
  A = -1.0	B = 14	C = -2	D = -4	E = -2	F = 11	G = 11	H = -0.5	I = -0.1	J = -2
Cc1ccc(CNC(=O)CCCC(=O)c2ccccc2)cc1
  A = 0.6	B = 4	C = -5	D = 6	E = 5	F = 1	G = 2	H = 0.4	I = 0.3	J = -8
O=c1[nH]n(-c2ccc(Cl)cc2)c2ncccc12
  A = /	B = 15	C = 2	D = -7	E = 23	F = 2	G = 3	H = -1.1	I = i	J = 5
COc1ccc(/C=N/NC(=O)CCc2n[nH]c(=O)[nH]c2=O)cc1O
  A = 5.0	B = -13	C = 3	D = /	E = 13	F = 5	G = 1	H = -0.2	I = 0.6	J = -2
CC(=O)NC(Cc1ccccc1)C(=O)Oc1ccc2ccccc2c1 (stereo not given)
  A = 10*	B = /	C = /	D = -9	E = /	F = 8	G = 13	H = -0.3	I = -1.3	J = -4
O=C(CSc1nnc(Nc2ccccc2)s1)NC1CC1
  A = 0.4	B = -1	C = /	D = 0	E = /	F = 2	G = 2	H = -1.6	I = -4.2	J = -10
COc1ccccc1C(=O)Nc1nc(N)n(-c2ccccc2)n1
  A = /	B = 3	C = -1	D = -12	E = 36	F = 1	G = 4	H = -1.5	I = -0.8	J = 0
Cc1cc(N2C(=O)C=CC2=O)c([N+](=O)[O-])cc1C
  A = /	B = -6	C = 2	D = 2	E = 1	F = -10	G = -2	H = -7.4	I = 0.0	J = -1
COC(=O)C(C)Sc1nc(N)c(NC(=O)c2ccco2)c(=O)[nH]1 (stereo not given)
  A = 0.0	B = 1	C = -9	D = -3	E = -6	F = 6	G = 1	H = -1.0	I = -0.1	J = -6
CN(CC(=O)Nc1ccc(Cl)cc1)C(=O)CNC(=O)c1ccc(Br)o1
  A = 7.1	B = 3	C = /	D = 1	E = /	F = 5	G = -15	H = -0.1	I = i	J = 2
COc1cc(C(=O)NCCOc2cc(C)cc(C)c2)c(Br)c(OC)c1OC
  A = /	B = 2	C = -4	D = -12	E = 3	F = 6	G = 13	H = 0.7	I = -0.4	J = -1
Clc1ccc(-c2csc(N3CCc4ccccc4C3)n2)cc1
  A = /	B = 0	C = 5	D = 2	E = 8	F = 3	G = 7	H = -0.4	I = -0.3	J = -8
CCOC(=O)C1(Cc2ccccc2)CCN(Cc2cc(=O)c3ccccc3[nH]2)CC1
  A = 2.1	B = 1	C = 8	D = 6	E = 9	F = 5	G = 25	H = 0.1	I = -0.3	J = -9
O=C1c2ccccc2C(=O)N1CCC(O)C[N+](=O)[O-] (stereo not given)
  A = 2.1	B = 0	C = 3	D = -6	E = 21	F = 5	G = -1	H = 1.0	I = i	J = 5
C=CCSc1nc2c(c(-c3ccsc3)c1C#N)CN(C)CC2
  A = 0.7	B = 6	C = -2	D = -5	E = 0	F = 4	G = -24	H = 0.8	I = -0.4	J = -33
CCOc1nc(NC(C)C)nc(N2CC3CC(C2)c2cccc(=O)n2C3)n1 (stereo not given)
  A = 2.4	B = 3	C = 2	D = -7	E = 6	F = 2	G = -1	H = -0.1	I = i	J = 0
CCOC(=O)C1CCCCN1S(=O)(=O)c1ccc2c(c1)CC(C)N2C(=O)C1CCC1 (stereo not given)
  A = 0.9	B = 0	C = -4	D = -5	E = -7	F = 1	G = 26	H = 2.2	I = -0.2	J = 0
COc1ccc(C(CNC(=O)c2oc3ccc(OC)cc3c2C)N2CCCC2)cc1 (stereo not given)
  A = 12*	B = 1	C = /	D = 1	E = /	F = -6	G = -3	H = 0.1	I = i	J = -5
Cc1ccc(C(F)(F)F)cc1NC(N)=S
  A = -0.8	B = 9	C = -2	D = -7	E = 26	F = 4	G = 4	H = 0.5	I = -0.6	J = -3
COc1ccc(C(=O)NC(=S)Nc2ccc(S(=O)(=O)Nc3cc(OC)ncn3)cc2)cc1
  A = 0.1	B = 0	C = -2	D = -11	E = 32	F = -14	G = 7	H = 0.4	I = -0.3	J = 3
COC(=O)c1cncn1C(C)c1ccccc1 (stereo not given)
  A = /	B = -6	C = 3	D = -10	E = 6	F = 1	G = -3	H = 0.6	I = -0.7	J = -1
Cc1nc(NC(=O)/C=C/c2ccc(F)cc2)sc1C(=O)N(C)C
  A = /	B = -9	C = -5	D = -5	E = -10	F = 6	G = 0	H = -0.5	I = -0.3	J = 1

# Single records, as listed above. Screens in order: TcdB inh	Rv3671c protease	3CLpro inhibitor	PriA SSB inh	VHR inh abs	MazEF act	Yp Topo-I inh	PfHsp40 rescue	BH1578 lux ind	Anthrax LF inh2
# `CN(CC(=O)Nc1ccc(Cl)cc1)C(=O)CNC(=O)c1ccc(Br)o1` is listed as 7.1	3	/	1	/	5	-15	-0.1	i	2
# `COc1ccccc1C(=O)Nc1nc(N)n(-c2ccccc2)n1` is listed as /	3	-1	-12	36	1	4	-1.5	-0.8	0
# `Clc1ccc(-c2csc(N3CCc4ccccc4C3)n2)cc1` is listed as /	0	5	2	8	3	7	-0.4	-0.3	-8

# Additional entries follow:
# Short keys – A = TcdB inh; B = Rv3671c protease; C = 3CLpro inhibitor; D = PriA SSB inh; E = VHR inh abs; F = MazEF act; G = Yp Topo-I inh; H = PfHsp40 rescue; I = BH1578 lux ind; J = Anthrax LF inh2
CCNC(=O)OCC(CC)NC(=O)OCC(C)C (stereo not given)
  A = /	B = -2	C = 0	D = 0	E = -6	F = 1	G = -8	H = -0.4	I = i	J = 0
O=C(O)CCn1cc(-c2ccc(Cl)cc2)nc1-c1ccncc1
  A = 0.2	B = -4	C = /	D = -3	E = /	F = -3	G = 11	H = 0.9	I = -0.3	J = 1
O=S(=O)(c1ccc(SCCOc2ccc(F)cc2)nc1)N1CCCC1
  A = 0.5	B = 2	C = /	D = -40	E = /	F = -3	G = 43	H = 0.3	I = -8.0	J = -7
CC(=O)c1cccc(N2C(=O)C3C(C(=O)Nc4cc(C)on4)C4(C)C=CC3(O4)C2C(=O)NC(C)(C)C)c1 (stereo not given)
  A = 0.2	B = -4	C = -2	D = -10	E = 4	F = 3	G = -6	H = -0.2	I = 3.3	J = -2
FC(F)(F)c1cccc(-c2nnc3ccc(C(F)(F)F)cn23)c1
  A = /	B = -2	C = 1	D = -11	E = 11	F = -6	G = 10	H = 1.6	I = -0.3	J = /
O=C(CCN1CCN(c2ccc(F)cc2)CC1)Nc1ccc(F)cc1
  A = /	B = -6	C = -3	D = -2	E = 21	F = -5	G = -4	H = -0.8	I = i	J = 2
COCCN1C(=O)c2ccc(C(=O)O)cc2C1=O
  A = /	B = 6	C = 1	D = -4	E = -13	F = 5	G = 5	H = -0.4	I = -0.5	J = -19
CCOC(=O)N(C)C[C@@H]1OCc2cnnn2CCCC(=O)N([C@H](C)CO)C[C@H]1C
  A = -1.7&-2.4	B = /	C = /	D = /	E = /	F = 3	G = 5	H = /	I = -1.1	J = -2
OCCCNc1ncnc2c1ncn2[C@H]1CN(Cc2cccs2)C[C@@H](CO)O1
  A = 3.7	B = /	C = /	D = /	E = /	F = /	G = -1	H = /	I = i	J = -2
CCCc1nnc2c(N(C)S(=O)(=O)c3ccc(C)cc3)nc3ccccc3n12
  A = 0.4	B = -3	C = -5	D = -5	E = -4	F = -9	G = 11	H = -0.5	I = -0.3	J = 1
O=C(NCCc1ccccc1F)c1ccc2c(c1)OCCO2
  A = -1.2	B = 2	C = 1	D = -20	E = 8	F = -2	G = 12	H = -0.7	I = -0.2	J = -1
CCOC(=O)c1nn(-c2ccc(F)cc2)c2nc(-c3ccccc3)c(C#N)c(=O)n12
  A = /	B = -15	C = 1	D = -2	E = -2	F = -4	G = 25	H = 3.5	I = -0.6	J = -2
CCCC12CN3CCN(C1)CC(CCC)(C3)C2=O
  A = 1.3	B = 6	C = 4	D = -3	E = 8	F = 3	G = -10	H = 1.2	I = 0.6	J = 0
O=[N+]([O-])c1ccc2nccn2c1
  A = /	B = -2	C = 3	D = -11	E = 3	F = 5	G = 7	H = -0.8	I = i	J = 1
COC(=O)c1ccccc1NC(=O)c1cccc(NC(=O)CSCc2ccccc2)c1C
  A = /	B = -1	C = -1	D = -2	E = 4	F = -48	G = 16	H = -0.6	I = i	J = 3
CCCCOC(=O)c1cc(=O)[nH]c2ccccc12
  A = 3.1	B = 7	C = 1	D = -11	E = 2	F = 0	G = 0	H = -1.6	I = i	J = -3
O=C(Nc1cc(C(F)(F)F)ccc1N1CCCC1)c1ccc2c(c1)OCO2
  A = /	B = 5	C = 1	D = -11	E = -8	F = 5	G = -9	H = -1.5	I = -0.4	J = -3
CCOC(=O)/C(C(N)=NCC(C)C)=C(/O)c1ccccc1
  A = /	B = 5	C = -5	D = -3	E = 27	F = 1	G = 9	H = 0.6	I = -2.0	J = -2
COc1ccc(-c2csc(-n3ncc(C(=O)O)c3C(F)(F)F)n2)cc1
  A = 1.0	B = -8	C = -1	D = -10	E = -7	F = 5	G = -2	H = 0.1	I = i	J = 0
Cc1ccc(S(=O)(=O)CC(=O)c2cc3cccc(C)c3oc2=O)cc1
  A = 0.8	B = 2	C = -5	D = -13	E = -20	F = 2	G = -12	H = -0.1	I = -0.6	J = 1
C=Cc1ccc(CC2(C)C(=O)Nc3ccc(-c4cccnc4)cc32)cc1 (stereo not given)
  A = 1.2	B = /	C = /	D = /	E = /	F = /	G = 15	H = /	I = -0.8	J = -2
CCC1COCCS(=O)(=O)N1Cc1cccc(Cl)c1 (stereo not given)
  A = 2.6	B = 4	C = -3	D = 5	E = 36	F = 3	G = 7	H = -1.1	I = i	J = 0
COCCNc1nc2cc(-c3ccc(F)cc3)sc2c(=O)n1C
  A = 0.7	B = /	C = /	D = /	E = /	F = /	G = -3	H = /	I = i	J = 4
O=C(CSCc1c(Cl)cccc1Cl)Nc1ccccc1C(=O)N1CCOCC1
  A = /	B = -1	C = 3	D = 7	E = 38	F = -6	G = 9	H = -0.4	I = i	J = -4
COc1ccccc1NC(=O)N1CCn2c(nc3ccccc32)C1
  A = /	B = 0	C = 6	D = -1	E = 25	F = -2	G = 12	H = 0.1	I = 2.8	J = -6

# Other records
# Short keys – A = TcdB inh; B = Rv3671c protease; C = 3CLpro inhibitor; D = PriA SSB inh; E = VHR inh abs; F = MazEF act; G = Yp Topo-I inh; H = PfHsp40 rescue; I = BH1578 lux ind; J = Anthrax LF inh2
COc1cc2c(cc1OC)CN(C(=O)C1CCC(=O)N(CCCN3CCOCC3)C1)CC2 (stereo not given)
  A = 0.4	B = 2	C = -4	D = -21	E = 38	F = 7	G = 5	H = -0.6	I = 0.5	J = 0
Cc1ccc(NC(=O)c2cccc(C(=O)Nc3ccc(C)c(C)c3)n2)cc1C
  A = 0.2	B = -46	C = -4	D = 0	E = 21	F = -7	G = 12	H = -0.2	I = -1.0	J = 2
Cc1ccc(NC(=S)NCc2ccc3c(c2)OCO3)cc1
  A = /	B = 1	C = -3	D = 21	E = -27	F = 5	G = 5	H = 4.4	I = 1.6	J = -3
C=CCc1ccc(OCCOCCOc2cccc3cccnc23)c(OC)c1
  A = 0.3	B = 3	C = 4	D = -15	E = -8	F = -2	G = 36	H = 2.4	I = -0.4	J = 0
CCOc1ccc2nc3sc(C(=O)N4CCOCC4)c(N)c3cc2c1
  A = 0.8	B = 8	C = 2	D = 9	E = 13	F = 11	G = 3	H = 1.4	I = 2.1	J = 2
CCc1nc2c(OCC3COc4ccccc4O3)cccn2c1N(C)C(=O)c1cccc(OC)c1 (stereo not given)
  A = 0.3	B = /	C = /	D = /	E = /	F = /	G = 15	H = /	I = -0.5	J = 2
